RmlCD inh 1536 = blocks M. tuberculosis RmlC and RmlD coupled enzymes | P9WH09+P9WH11 | RmlC+RmlD coupled enzyme assay, percent inhibition; primary screen in compound mixtures | inhibition, % at 3.6 µM | 160,000 tested, 0.03% active | AID 1533; in the data active = inhibition mostly above about 34%, no sharp cut-off; inconclusive = no clear call, values can overlap the other calls; inactive = mostly below about 22%; also: some results filed as inactive read as strong as hits
Target sequence (P9WH09 whole entry, looked up): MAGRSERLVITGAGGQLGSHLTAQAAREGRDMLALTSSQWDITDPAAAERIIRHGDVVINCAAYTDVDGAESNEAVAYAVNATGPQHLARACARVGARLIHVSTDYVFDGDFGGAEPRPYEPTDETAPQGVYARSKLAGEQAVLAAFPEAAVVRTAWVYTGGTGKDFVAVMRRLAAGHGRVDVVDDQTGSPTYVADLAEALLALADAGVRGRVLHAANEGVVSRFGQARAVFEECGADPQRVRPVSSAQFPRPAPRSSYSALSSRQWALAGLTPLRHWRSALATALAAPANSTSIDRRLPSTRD
Target sequence (P9WH11 whole entry, looked up): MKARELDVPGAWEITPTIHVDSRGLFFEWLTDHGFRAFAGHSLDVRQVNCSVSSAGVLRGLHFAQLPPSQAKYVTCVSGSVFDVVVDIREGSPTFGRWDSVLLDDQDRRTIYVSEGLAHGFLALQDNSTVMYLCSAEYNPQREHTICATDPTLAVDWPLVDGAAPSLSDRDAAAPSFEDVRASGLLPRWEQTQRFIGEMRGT
GlmU inhibition = inhibition of mycobacterial GlmU enzyme – biochemical, glucosamine-1-phosphate acetyltransferase (AID 1376) | inhibition, %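 (tested at 30 µM in the primary screen)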, or IC50 in µM where a hit was titrated | M. tuberculosis GlmU acetyltransferase enzyme assay; higher % means a stronger effect | 220,000 tested, 0.25% active; in the data active = inhibition above about 13%; inconclusive = no clear call, values can overlap the other calls;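 also: 0% = complete reaction with vehicle and 100% = reaction without substrate; strong numbers were not always called active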
Starred values were filed as active, the others as inactive; ? = inconclusive; · = no result given. A portion of the library. The share of hits here may be higher or lower than overall.

Results follow in this order: RmlCD inh 1536	GlmU inhibition
- Clc1cc2c(c(Cn3cnc4ccccc43)c1)OCOC2
 : 11	-2.0%
- O=C(CSc1ccccc1)Nc1ccc(C(=O)Nc2ccc(O)cc2)cc1
 : 7	-1.9%
- COc1ccccc1/C=C/C(=O)OCC(=O)NCCC1=CCCCC1
 : ·	0.2%
- CCCc1nc2ccccc2c(=O)n1/N=C/c1c(C)[nH]n(-c2ccc(C)cc2)c1=O
 : 2	4.4%
- CCN1C(=O)N[C@@H](c2cccs2)C(C(C)=O)=C1C
 : ·	2.8%
- O=C(CSc1nnc(-c2cccnc2)n1Cc1ccco1)Nc1nc(-c2ccc(F)cc2)cs1
 : ·	-5.1%
- CCc1ccc(/C=C/C(=O)C2C(=O)c3ccccc3C2=O)cc1
 : -2	4.9%
- COc1ccc(CCNC(=O)C2CCCN(c3nc(C)cc(C)n3)C2)cc1 (centres undefined)
 : 15	3.0%
- COc1ccc(NC(=O)Nc2nc(C)cc(C)n2)c(OC)c1
 : 4	4.7%
- COc1c[nH]n(C2CCCCC2)c(=O)c1=O
 : -3	6.9%
- Clc1ccc(-n2ncc3c(NCCCn4ccnc4)ncnc32)cc1
 : 4	-0.7%
- Cc1cccc(C(=O)OCc2cc3ccccc3[nH]c2=O)c1
 : ·	-0.3%
- Cc1cccc(NC(=O)CC(C)(C)C)c1
 : ·	-1.4%
- CCCc1cc(=O)[nH]c(SCC(=O)N2CCN(S(=O)(=O)c3ccc(C)cc3)C2)n1
 : 7	1.9%
- COC(=O)c1sc2ccccc2c1N
 : 23	-1.9%
- COc1ccccc1NC(=O)c1nn(-c2ccccc2)ccc1=O
 : -3	2.8%
- COC(=O)CSc1snnc1-c1ccc(Cl)cc1Cl
 : ·	-2.2%
- CCCCOc1ccc(Cc2c(COCC)[nH]c(=S)[nH]c2=O)cc1
 : 8	-2.7%
- CCCCNC(=O)CN1CCC2(O)CCCCC2C1c1ccccc1OC (centres undefined)
 : -2	-1.6%
- Cn1c(=O)[nH]c(=O)c2c1nc(N1CCNCC1)n2Cc1cccc2ccccc12
 : -8	-6.7%
- COCCCNCCCOc1ccc(C(C)(C)c2ccccc2)cc1
 : -13	-3.4%
- COc1ccc(-c2cc(C(=O)Nc3nc4ccccc4s3)c3ccccc3n2)cc1OC
 : 3	2.6%
- O=C(CSCc1ccc(F)cc1)Nc1ccc(F)cc1
 : -4	1.3%
- O=C(CCc1nnc(CCCc2ccccc2)o1)NCC(F)(F)F
 : 0	10%
- CCN(C(=O)c1cc2cc3ccc(C)cc3nc2o1)c1ccc(OC)cc1
 : -2	3.0%
- COc1cccc(/C=C2\SC(=O)NC2=O)c1OCc1ccc(C(=O)O)cc1
 : 17	0.5%
- COc1ccc(CCN(C)CCCN2CC(c3ccccc3)CC2=O)cc1OC (centres undefined)
 : -10	-6.5%
- CCCc1cc2c(OC(=O)CC)c(-c3ccc(C(=O)OCC)o3)c(=O)oc2cc1OC
 : 7	3.7%
- O=C(c1ccc(CNc2c(N3CCOCC3)c(=O)c2=O)cc1)N1CC=C(c2ccccc2)CC1
 : 5	3.8%
- Cc1ccc(N2C(=O)CC(=O)NC2=O)cc1
 : -8	0.5%
- COc1ccc(/C=C/c2noc(-c3ccccc3O)n2)cc1
 : 28	0.6%
- O=C(CCc1nc2ccccc2c(=O)[nH]1)Nc1ccc(N2CCCCC2)cc1
 : -12	3.0%
- CCn1c(=S)[nH]c2cc(S(=O)(=O)N3CCCCC3)ccc21
 : 0	2.1%
- COC(=O)c1ccc(Oc2nc(C)cc(Oc3ccccc3)n2)cc1
 : ·	1.3%
- CSCCn1c(C(C)(C)C)cc(C(=O)O)c1C
 : -4	-1.6%
- CCCc1cc(=O)[nH]c(SCC(=O)Nc2ccc3c(c2)CCC3)n1
 : 15	1.4%
- COc1ccccc1-n1c(O)c(C=NCc2ccccn2)c2ccccc2c1=O
 : -8	22%
- CCc1ccc(NC(=O)c2cc(-c3ccc(F)cc3)on2)cc1
 : -3	6.5%
- Cc1nnc(SCC(=O)c2ccc(C(C)C)cc2)s1
 : ·	-7.6%
- Cc1cc(NC(=S)N(Cc2ccc(Br)cc2)Cc2ccc(C(=O)O)cc2)ccc1Cl
 : ·	5.5%
- CC(=O)Nc1cccc(-c2nc3ccccc3c(=O)o2)c1
 : ·	-5.7%
- CN(CC#CC1(O)c2ccccc2-c2ccccc21)Cc1ccccc1
 : 5	3.1%
- S=C(Nc1ccc(Br)cc1)N1CCCC1
 : -10	3.9%
- NC(=O)CN1CCCC1=O
 : ·	0.5%
- COc1ccc(OC)c(NC(=O)Cc2nn(C)c(=O)c3ccccc23)c1
 : 1	2.2%
- Cc1cc(C(=O)Nc2cccc3cccnc23)ccc1[N+](=O)[O-]
 : 5	4.2%
- Cc1ccc2ncnc(Oc3ncccc3NC(=O)C(C)(C)C)c2c1
 : 56	-4.2%
- COC(=O)c1ccc(C2=NOC(C)(c3nnc(-c4cccc(Cl)c4)o3)C2)cc1 (centres undefined)
 : ·	-0.2%
- NC(=O)C1CNc2ccccc2O1 (centres undefined)
 : 7	-6.5%
- CCN(CC)CC(=O)c1c[nH]c2ccc(OC)cc12
 : ·	2.8%
- COCCCNC(=O)Cn1cc(/C=C(\C#N)C(=O)N2CCN(c3ccccc3)CC2)c2ccccc21
 : 1	1.6%
- COC(=O)c1ccc(CNC(=O)c2ccc(COc3ccccc3)cc2)cc1
 : 5	-2.8%
- COc1ccc(N2C(=O)C3CCCN3C2c2cccc(OC)c2)cc1 (centres undefined)
 : -5	1.2%
- NS(=O)(=O)c1ccc(NC(=O)c2ccc(S(=O)(=O)N3CCc4ccccc43)cc2)cc1
 : -12	5.3%
- CCOc1ccc2nc(NCCNC(=O)C(C)(C)C)c(C)cc2c1
 : -1	-1.0%
- O=C(CSC1=NCCS1)N1CCOCC1
 : ·	-2.8%
- COc1ccc(C2C(C(=O)c3cccs3)=C(O)C(=O)N2Cc2cccnc2)cc1OC (centres undefined)
 : ?	-2.8%
- CCOCCOC(=O)NCCCCCCNC(=O)OCCOCC
 : 8	4.2%
- Cc1cc(NS(=O)(=O)c2ccc(NC(=O)Nc3cccc(Cl)c3)cc2)no1
 : ·	2.6%
- CN1CCN(C(=O)c2cc3c(n(-c4ccccc4)c2=O)CC(C)(C)CC3=O)CC1
 : 9	-6.5%

One compound at a time, from the list above. Order of screens: RmlCD inh 1536, GlmU inhibition
`NC(=O)CN1CCCC1=O` is entered as ·, 0.5%
`Cc1cc(NS(=O)(=O)c2ccc(NC(=O)Nc3cccc(Cl)c3)cc2)no1` is entered as ·, 2.6%
`NS(=O)(=O)c1ccc(NC(=O)c2ccc(S(=O)(=O)N3CCc4ccccc43)cc2)cc1` is entered as -12, 5.3%
`COCCCNC(=O)Cn1cc(/C=C(\C#N)C(=O)N2CCN(c3ccccc3)CC2)c2ccccc21` is entered as 1, 1.6%
`NC(=O)C1CNc2ccccc2O1` (centres undefined) is entered as 7, -6.5%

Next records follow.
Results follow in this order: RmlCD inh 1536	GlmU inhibition
- N#CC1=C(N)Oc2cc(O)ccc2C1C1CCCCC1 (centres undefined)
 : -8	-4.0%
- COc1ccccc1C(=O)NCC(=O)OC(C)C(=O)NC(=O)NC1CCCCC1 (centres undefined)
 : -4	-0.5%
- O=C1CN=C(c2ccccc2)c2ccccc2N1Cc1ccc(C(F)(F)F)cc1
 : -1	4.2%
- COc1ccc(/C=C(\C#N)C(=O)Nc2cc(S(=O)(=O)N3CCCCC3)ccc2N2CCCCC2)cc1
 : -33	-3.1%
- Cc1ccc(C(=O)NCCSCc2ccccc2)cc1[N+](=O)[O-]
 : ·	0.9%
- CCOC(=O)c1c(C)[nH]c(C)c1C(=O)CN1C(=O)NC2(CCC(C)CC2)C1=O (centres undefined)
 : ·	1.1%
- Cc1csc(CN(C)C(=O)CC2C(=O)NCCN2Cc2ccc(-c3ccccc3)cc2)n1 (centres undefined)
 : -7	5.7%
- CCOCC(=O)Nc1nc2ccccc2s1
 : ·	3.9%
- CC(C)=CC(=O)O[C@H]1[C@@H]2[C@H](C)C(=O)O[C@@H]2C[C@@H](C)[C@@H]2[C@@H](O)CC(=O)[C@]21C
 : 2	5.1%
- O=C(N=Nc1c(O)[nH]c2ccc(Br)cc12)c1cc(-c2cccc3ccccc23)n[nH]1
 : 3	4.0%
- O=C(COC(=O)c1ccc(CO)cc1)NCc1cccs1
 : -2	-3.7%
- COc1ccc(C(=O)Nc2ccccc2-c2nnn(CC(=O)Nc3ccc4c(c3)OCCO4)n2)cc1
 : 13	1.9%
- CCc1ccc(Oc2cc(Cl)nc(N)n2)cc1
 : ·	-4.0%
- Cn1nc(-c2ccc(Cl)cc2)nc2c(=O)n(C)c(=O)nc1-2
 : ·	6.4%
- C/C(=N/NC(=O)CNC(=O)c1ccccn1)c1ccc([N+](=O)[O-])cc1
 : -11	-1.3%
- COc1ccc(C2(C(=O)Nc3ccc(S(N)(=O)=O)cc3)CCCC2)cc1
 : 6	2.6%
- CSCCC(C(=O)NCc1cccs1)N1C(=O)c2ccccc2C1=O (centres undefined)
 : ·	3.4%
- O=C(Nc1ccc(S(=O)(=O)N2CCOCC2)cc1)c1cc(-c2ccccc2O)n[nH]1
 : 2	-7.5%
- COc1ccc(/C=C/C2=CC(C)(C)NC(=S)N2)c(OC)c1
 : 21	2.0%
- Cc1c(NC(=S)NC(=O)CC(C)C)c(=O)n(-c2ccccc2)n1C
 : 6	8.5%

Sorted by length of the SMILES (highest first): some entries from above.
Results follow in this order: RmlCD inh 1536	GlmU inhibition
- C/C(=N/NC(=O)CNC(=O)c1ccccn1)c1ccc([N+](=O)[O-])cc1
 : -11	-1.3%
- CSCCC(C(=O)NCc1cccs1)N1C(=O)c2ccccc2C1=O (centres undefined)
 : ·	3.4%
- N#CC1=C(N)Oc2cc(O)ccc2C1C1CCCCC1 (centres undefined)
 : -8	-4.0%

The list goes on:
Results follow in this order: RmlCD inh 1536	GlmU inhibition
- CCN(CC)CCCNC(=O)c1cc2c(=O)n(C)c3ccccc3c2n1C
 : 3	1.1%
- Cc1ccccc1-n1c(CSC(=N)N)nc2ccccc2c1=O
 : 9	-2.6%
- COC(=O)c1ccccc1NC(=O)N1c2ccccc2CC1C (centres undefined)
 : 11	3.0%
- CCOC(=O)c1ccc(N2C(=O)c3n[nH]c(C)c3C2c2ccccc2)cc1 (centres undefined)
 : 6	1.9%
- CN(C)C(=O)CN1C(=O)C2CCCCN2C(=O)c2ccccc21 (centres undefined)
 : ·	0.1%
- Cc1nn(-c2nc3ccccc3[nH]2)c(N)c1-c1ccccc1
 : ·	0.2%
- O=c1c2ccccc2nc(CSc2nnnn2-c2ccccc2)n1-c1cccc(C(F)(F)F)c1
 : -1	-0.5%
- COc1ccccc1NS(=O)(=O)c1cc(NC(=O)C2CCCC2)ccc1N1CCOCC1
 : -4	-2.5%
- Nc1nonc1-c1nc2ccccc2n1Cc1ccc(Cl)cc1
 : 7	-0.2%
- CCN1CCN(CC(=O)N2N=C(c3cccs3)CC2c2ccc(C)cc2)C(=O)C1=O (centres undefined)
 : 19	-1.9%
- O=C(Nc1cnccn1)Nc1ccc(Cl)cc1Cl
 : -1	-4.5%
- Cc1ccc(NC(=O)COC(=O)c2ccc3c(c2)NC(=O)C2CCCN32)cc1 (centres undefined)
 : ·	0.9%
- Cc1ccc(NC2c3ncccc3C(=O)N2Cc2cccs2)cc1 (centres undefined)
 : -1	-2.6%
- O=C(CSc1nc(-c2ccccc2)ns1)N1CCOCC1
 : 6	0.6%
- CCN(CC)c1ccc2cc(C(N)=O)c(=O)oc2c1
 : ·	5.4%
- N#Cc1cnn2ccn(C3OC(CO)C(O)C3O)c12 (centres undefined)
 : -9	-6.3%
- Cc1nn(S(=O)(=O)c2ccc(Cl)cc2)c(C)c1Sc1ccc([N+](=O)[O-])cc1
 : 11	0.1%
- Cc1nn(-c2ccccc2)c(/N=C/c2ccccc2O)c1-c1ccccc1
 : -6	3.6%
- O=C(c1cc(F)ccc1F)C1CCCN(C(=O)CCN2CCCCO2)C1 (centres undefined)
 : 2	2.2%
- COc1ccc(C2=CC(=O)OC3(CCCC3)O2)cc1
 : -3	1.0%
- Cn1c2c(c(=O)n(C)c1=O)C1c3ccccc3OCC1C(C)(C)O2 (centres undefined)
 : -2	3.1%
- O=C(CCN1CCOCC1)c1ccc(Cl)cc1
 : -8	-3.1%
- O=C(Nn1cnnc1)c1cccc(S(=O)(=O)N2CCOCC2)c1
 : 45	4.2%
- OC(CNCc1ccc(Cl)c(Cl)c1)c1ccccc1 (centres undefined)
 : 11	-1.2%
- CC1(C(=O)OCC(=O)N2c3ccccc3Sc3ccccc32)CC1(Cl)Cl (centres undefined)
 : 7	-3.4%
- CC(C)C(c1nnnn1C1CCCCC1)N1CCOCC1 (centres undefined)
 : ·	-0.8%
- CCOC(=O)c1cnc(-n2nc(C)cc2C)nc1NC1CCCC1
 : -8	2.5%
- Cc1noc(C)c1C(=O)Nc1nnc(-c2ccccc2)s1
 : ·	2.8%
- O=C(c1ccc(S(=O)(=O)N2CCOCC2)cc1)N1CCN(c2ccccc2F)CC1
 : -5	2.1%
- Cn1c(Cc2csc(N)n2)nnc1SCC(=O)NC1CCCCC1
 : ·	3.3%
- CCOC(=O)c1ccc(NC(=O)COc2ccc(CNCCO)cc2OCC)cc1
 : -7	-0.8%
- CCCONC(=O)Nc1ccccc1[N+](=O)[O-]
 : 56	-6.3%
- Cc1cc2c(N=NC(=O)C3CC3c3ccccc3)c(O)[nH]c2cc1Br (centres undefined)
 : -3	8.0%
- O=C(CS(=O)(=O)c1cn(Cc2ccc(F)cc2)c2ccccc12)N1CCCCC1
 : ·	-0.2%
- COc1cc(/C=N/NC(=O)c2ccc3ccccc3c2)ccc1Oc1ccc([N+](=O)[O-])cn1
 : ·	2.2%
- COc1cccc(N(CC(=O)NCCSc2ccccc2)S(C)(=O)=O)c1
 : -2	5.5%
- O=C1C2Sc3[nH]c(=O)sc3C(c3cc([N+](=O)[O-])ccc3O)C2C(=O)N1c1ccccc1 (centres undefined)
 : -3	3.9%

Screening data deposited in PubChem BioAssay by several laboratories.
